Screens (PubChem)
BCR signal inh = blocks chronic active B-cell receptor signaling; ABC-DLBCL IkBa-CBG/CBR reporter, luminescence ratio, 4 h; Potency, µM (top dose mostly 46.1 µM), without a hit: at the highest dose ratio change, negative = lower green/red ratio, most hits filed as inhibitors; actives 0.05% (n = 340,000); AID 493014; active = well fitted inhibition curve with a large enough effect in the signal ratio, with a control signal flat, not every such curve was filed as active; inconclusive = small, poorly fitted or top-dose-only effect, or effect the other way, or a change in a side signal; the % refers to the signal ratio;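 also: potency is read from the fitted curve at half-maximal effect; plate controls were basal doxycycline-induced cells for no effect and cells given 10 µM MG132 for full effect; MG132 reads +100%, hits lower the ratio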
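Concentration-response series (up to 46 uM) were applied to TMD8 dual-reporter cells for 4 h at 37C with doxycycline. Green/red ratio, after filter-overlap correction, defined %Activity; red signal alone was normalised to basal cells and zero luminescence.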
TCR activator = activates T cell receptor signaling. primary human leukocytes, anti-CD3, IL-2 HTRF, 48 h. Potency, µM (series often up to 9.22 µM), for inactives: at the highest dose activation of IL-2 secretion, actives largely listed as activators. 330,000 tested, under 10 active. AID 504894; also: % of control where 0% means no effect
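Human primary leukocytes + a-CD3 beads + cpd, 48 hr; IL-2 in supernatant by HTRF (ex 320nm / em 665nm). No co-stimulatory signal supplied.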
a7 integrin act = activates integrin-mediated alleviation for muscular dystrophy | alpha7betagal myoblasts, beta-gal FDG fluorescence, 48 h | Potency, µM (titrated, usually from 38.3 µM), without a hit: at the highest dose activation, actives largely listed as activators | actives 0.064% (n = 350,000) | AID 624291;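 also: potency is read from the fitted curve at half-maximal effect; 100% = response of the positive control SU9516; nearly all actives have a fitted effect of over 60% in size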
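alpha7betagal+/- myoblasts (passage 13, 250/well) treated 48 h at 37C with compounds at 1:260 dilution of DMSO stock. Lysed, then beta-galactosidase activity read as FDG fluorescence (ex 480/em 540) after 30 min, with pre-read for autofluorescence.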
S-ASM inh = human S-ASM enzyme inhibition; actives 0.006% (n = 340,000); AID 504937; placental ASM, HMU-PC fluorogenic substrate, 60 min; P17405; Potency, µM (titrated, usually from 57.5 µM), for inactives: at the top dose activity change, negative = inhibition, actives largely listed as inhibitors; also: potency is read from the fitted curve at half-maximal effect
Target sequence (P17405 47-631 limits assumed): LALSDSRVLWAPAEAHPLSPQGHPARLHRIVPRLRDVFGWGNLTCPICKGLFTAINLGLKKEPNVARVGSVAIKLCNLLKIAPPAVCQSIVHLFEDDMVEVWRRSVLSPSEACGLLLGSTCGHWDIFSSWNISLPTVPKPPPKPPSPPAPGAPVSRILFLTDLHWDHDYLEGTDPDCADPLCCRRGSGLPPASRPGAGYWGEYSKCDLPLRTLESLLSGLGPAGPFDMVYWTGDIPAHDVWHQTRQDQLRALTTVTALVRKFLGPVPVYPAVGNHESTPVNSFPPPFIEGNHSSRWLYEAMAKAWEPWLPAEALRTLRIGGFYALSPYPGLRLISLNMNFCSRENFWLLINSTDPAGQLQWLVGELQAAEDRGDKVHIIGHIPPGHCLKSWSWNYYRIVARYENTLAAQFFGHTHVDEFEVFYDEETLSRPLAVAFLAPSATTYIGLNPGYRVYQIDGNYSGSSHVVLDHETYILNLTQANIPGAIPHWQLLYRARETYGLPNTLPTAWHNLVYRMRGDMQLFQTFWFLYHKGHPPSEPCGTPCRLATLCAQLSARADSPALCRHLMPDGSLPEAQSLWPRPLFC
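Fluorescence read-out (Ex 386 nm, Em 447 nm) after stopping the reaction at pH 10. Enzyme: ASM from human placenta; substrate HMU-PC0, 9 uM final; 60 min, 37 °C. Compound preincubation 10 min, ambient temperature.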
ELG1 DNA repair = inhibitors of ELG1-dependent DNA repair in HEK293T cells. AID 504467. Potency, µM (series often up to 46.1 µM), inactives show top-dose activity change, negative = inhibition, most hits filed as inhibitors. HEK293T ELG1-luciferase reporter, luminescence, 16 h; DNA damage induced by 5-fluorouridine. actives 2.3% (n = 330,000); also: potency is read from the fitted curve at half-maximal effect; % is scaled to controls: 0 for no effect and ±100 for the full control effect; nearly all actives have a fitted effect of over 55% in size
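Overnight (16 hr) co-exposure of 2,000 cells/well to 5-fluorouridine and compound at 37 °C preceded detection. Luciferase was quantified via ONE-Glo luminescence; loss of signal denotes inhibition.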
TSHR antagonist = antagonists of human thyroid stimulating hormone receptor; P16473; TSHR-expressing cells, TSH-stimulated cAMP HTRF, 2 h; stronger effect = lower value; AID 504810; actives 0.2% (n = 330,000); activity change, negative = inhibition, % at 11.5 µM;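 active = activity change below a set negative limit, meaning inhibition stronger than a set level, cut at about -70% in these data; inconclusive = activity change between two set negative limits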; also: % is scaled to controls: 0 for no effect and ±100 for the full control effect
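Competitive HTRF cAMP read-out (cryptate anti-cAMP antibody, cAMP-d2; 30 min, room temperature) in freshly harvested TSHR cells. Compounds added before TSH at EC80 (4nM final), followed by 2 hours' incubation at 37 deg C.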
Eya2 phos inh = inhibitors of human Eya2 phosphatase activity; actives 0.006% (n = 330,000); Potency, µM (series often up to 76.9 µM), for inactives: at the top dose activity, negative = inhibition, actives largely listed as inhibitors; AID 488837; O00167; recombinant Eya2, OMFP fluorescence dephosphorylation (OMFP is methylfluorescein phosphate); also: potency is read from the fitted curve at half-maximal effect; % is scaled to controls: 0 for no effect and ±100 for the full control effect
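Eya2 protein (added as 0.2 uM solution) was preincubated with compound for 10 min at ambient temperature in 50 mM HEPES pH 7.5, 50 mM NaCl, 5 uM MgCl2, 0.05% BSA, 1 mM DTT. OMFP (added at 50 uM) then reacted 10 min; fluorescence read at 485/525 nm.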
Mito fusion act = blocks mitochondrial division or promotes mitochondrial fusion; S. cerevisiae fusion-defective mutant growth rescue, CellTiterGlo 48 h; Potency, µM (series often up to 46.1 µM), for the others: at the highest dose growth rescue (activation), hits mostly activators; actives 0.23% (n = 320,000); AID 485298;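 also: potency is read from the fitted curve at half-maximal effect; % of control where 0% means no effect; nearly all actives have a fitted effect of over 45% in size; temperature-sensitive fusion mutants such as fzo1-1 at 37 °C on non-fermentable ethanol glycerol medium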
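Temperature-sensitive fusion-defective S. cerevisiae (e.g. fzo1-1, mgm1-5) were grown with compound in YPEG medium (3% ethanol, 3% glycerol) for 48 hours at 37C. Growth rescue was measured as viability by CellTiterGlo luminescence after 10 minutes at ambient.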
TSG101-PTAP inh = blocks PTAP/TSG101 interaction to inhibit HIV-1 budding; Q99816; Potency, µM (top dose mostly 115 µM), inactives show top-dose activity change, negative = inhibition, hits mostly inhibitors; 340,000 tested, under 10 active; Fluorescence polarization, FITC-PTAP peptide / Tsg101 binding; AID 493005; active = well fitted inhibition curve with a large enough effect in the main read-out, with a control signal flat, not every such curve was filed as active; inconclusive = small, poorly fitted or top-dose-only effect, or effect the other way, or a change in a side signal; inactive = no such curve, though single readings can be large or run the other way; also: potency is read from the fitted curve at half-maximal effect; % of control where 0% means no effect
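FP read-out: FITC-PTAP peptide, 50 nM final, binding Tsg101 binding domain, 10 uM final; 20 min, r.t.; 10 mM HEPES pH 7.5, 0.15 M NaCl, 0.01% Tween 20, 3 mM EDTA, 0.1 mM TCEP.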
A-T KAP1 phos = potential ataxia-telangiectasia treatment | actives 0.19% (n = 320,000) | […] A-T fibroblasts, KAP-1 phosphorylation AlphaLISA; neocarzinostatin DNA damage 30 min before lysis | Potency, µM (highest dose often 57.5 µM), for the others: at the top dose activation, hits mostly activators; also: potency is read from the fitted curve at half-maximal effect; % of control where 0% means no effect; nearly all actives have a fitted effect of over 45% in size
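ATM-like activity read as KAP-1 phosphorylation via AlphaLISA donor/acceptor antibody pairs after lysis and 6 hr at 25C. Cells were ATM-null patient fibroblasts ([…], hTERT), dosed 60 min, then exposed to the DSB inducer NCS for 30 min.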
Tb PFK block = blocks T. brucei phosphofructokinase; Potency, µM (top dose mostly 57.5 µM), inactives show at the highest dose activity, negative = inhibition, actives largely listed as inhibitors; T. brucei PFK, ADP-Glo luminescence; AID 485367; O15648; actives 0.17% (n = 330,000);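 also: potency is read from the fitted curve at half-maximal effect; 0% = uninhibited 1x PFK enzyme wells and -100% = no-enzyme wells; nearly all actives have a fitted effect of over 60% in size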
Target sequence (O15648 whole entry, looked up): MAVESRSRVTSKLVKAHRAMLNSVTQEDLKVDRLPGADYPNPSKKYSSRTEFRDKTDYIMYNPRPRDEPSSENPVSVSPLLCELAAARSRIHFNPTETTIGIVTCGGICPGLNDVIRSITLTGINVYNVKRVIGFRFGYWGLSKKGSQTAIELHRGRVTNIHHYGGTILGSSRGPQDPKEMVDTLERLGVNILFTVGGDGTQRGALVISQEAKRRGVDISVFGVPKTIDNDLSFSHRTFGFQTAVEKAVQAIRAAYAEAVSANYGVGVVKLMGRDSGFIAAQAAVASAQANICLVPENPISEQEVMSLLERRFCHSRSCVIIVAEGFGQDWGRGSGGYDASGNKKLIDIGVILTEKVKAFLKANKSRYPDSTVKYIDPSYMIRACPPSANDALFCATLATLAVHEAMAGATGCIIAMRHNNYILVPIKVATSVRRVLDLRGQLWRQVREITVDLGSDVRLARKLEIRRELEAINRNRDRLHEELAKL
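Luminescent ADP detection (ADP-Glo, two-step: ATP depletion then ADP-to-ATP conversion for luciferase) reported PFK activity after 45 min room-temperature reaction of 1.25 nM enzyme with 0.5 mM F6P and 0.1 mM ATP at pH 8.0.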
An asterisk follows results filed as active; i = inactive; ? = inconclusive; · = no result given; [ ] = remark or other dose. Unless noted, calls follow the shape of the dose curve; as a rule, active = well fitted curve in the direction sought with a large enough effect; inconclusive = small, poorly fitted or top-dose-only effect, or another doubt; inactive = no such curve, though single readings can be large; an effect the other way counts as inactive or inconclusive.

SMILES | BCR signal inh | TCR activator | a7 integrin act | S-ASM inh | ELG1 DNA repair | TSHR antagonist | Eya2 phos inh | Mito fusion act | TSG101-PTAP inh | A-T KAP1 phos | Tb PFK block
Cc1cccc(NC(=S)NCCSc2ccc(Cl)cc2)c1 | ? | 4% | 5% | -25% | -24% | 11 | -22% | -6% | -1% | 3% | 0%
COc1cccc(OC)c1C(=O)Nc1nc2ccc([N+](=O)[O-])cc2s1 | ? | 3% | 0% | -3% | 1% | -14 | -12% | -3% | -5% | 4% | 0%
COc1ccccc1C1(CCNS(=O)(=O)c2ccc(C)cc2)CCOC(C(C)C)C1 (configuration not stated) | 0% | -3%[46.1 µM] | 4% | -2% | ? | -7 | -5% | ? | -5% | 6% | 0%
Cc1cc(S(=O)(=O)NCc2ccco2)c(C)cc1Cl | -5% | 1% | -8% | -1% | 0% | -18 | -1% | -1% | 0% | 13% | 3%
CC(C)CNS(=O)(=O)c1ccc(CCC(=O)NCc2ccco2)cc1 | 5% | 3%[46.1 µM] | -24% | -1% | 17% | 11 | 2% | 0% | 0% | · | -1%
CC[C@@]1(C(=O)OC)N[C@H](CN(C)S(=O)(=O)c2ccc(C(C)(C)C)cc2)[C@@H]2C(=O)N(C)C(=O)[C@@H]21 | 4% | -2% | -9% | 2% | -7% | -16 | -4% | · | 2% | 6% | 0%
Cc1ccc(-c2nc(C#N)c(NCC3CCCO3)o2)cc1 (configuration not stated) | 0% | 1% | -14% | 4% | ? | 1 | -6% | -6% | 0% | -3% | -3%
CCCC(c1nnnn1Cc1ccc2c(c1)OCO2)N1CCC(C(N)=O)CC1 (configuration not stated) | 1% | 1% | 27% | 4% | 2% | 0 | 0% | -7% | 0% | -1% | 2%
CCCCCC(=O)Nc1ccc(S(=O)(=O)Nc2cc(OC)nc(OC)n2)cc1 | ? | -1% | 8% | -3% | -1% | -12 | -16% | 2% | -8% | 10% | 4%
O=C(CCc1ccccc1)Nc1cccc(-c2nnc(-c3ccco3)o2)c1 | 0% | -1% | -24% | -2% | ? | -13 | 6% | 3% | -4% | 2% | 3%
COc1ccccc1Nc1cc(C(=O)NC2CCCC2)c2ccccc2n1 | 1% | 0% | -14% | 57% | 0% | 7 | 6% | -3% | -8% | 3% | 1%
CC(=O)Nc1ccc2nc(-c3ccncc3)[nH]c2c1 | ? | 2% | -5% | 14% | ? | 10 | -17% | 0% | -11% | · | 0%
CC(C)(C)c1ccc(C(=O)NNC(=O)C(=O)N2CCCCC2)cc1 | -22% | · | -13% | -2% | 19% | -3 | -5% | 0% | · | 5% | 1%
Cn1c(=O)c(C(=O)NNC(=O)c2ccc(Br)cc2)c(O)c2ccccc21 | ? | 6% | -32% | -19% | ? | -23 | -8% | -38%[inhibitor] | -1% | 0% | -8%
C=CCn1c(SCCOc2ccc(OC)cc2)nnc1C(NC(=O)c1ccc(OC)cc1)C(C)C (configuration not stated) | -10% | 4% | -6%[7.66 µM] | -7% | ? | -2 | 18% | -7% | -6% | 0% | 5%
N#Cc1nc(-c2cccs2)oc1NCCN1CCOCC1 | 0% | 3% | 11% | 64%[activator] | 0% | -8 | -6% | 3% | -1% | 8% | -1%
O=C(O)CCCC(=O)N1CCc2cc(S(=O)(=O)N3CCc4ccccc43)ccc21 | 3% | 12% | -4% | 3% | -5% | 1 | 16% | 0% | -1% | 5% | 0%
Fc1ccc(Cc2nnc(-c3cccs3)o2)cc1 | 1% | -7%[46.1 µM] | -16% | 3% | ? | 3 | -2% | 1% | -3% | -3% | -1%
O=C(O)c1cnn2c(C(F)F)cc(C(F)F)nc12 | 0% | 6%[46.1 µM] | 9% | 4% | 1% | -1 | 4% | -4% | -2% | -1% | 3%
O=C(NCCCN1CCOCC1)c1ccc2c(c1)N(Cc1ccccc1F)C(=O)c1ccccc1S2=O (configuration not stated) | ? | -7% | -50%[inhibitor] | 1% | 5% | 10 | -15% | 19% | -2% | -6% | -3%
COc1ccc(NC(=O)CSc2nc3c(c(=O)n2-c2ccccc2OC)SCC3)cc1 | -1% | 1% | 22% | -5% | 10% | -1 | -13% | -2% | -4% | 0% | 3%
COC(=O)CN(C#N)c1nc(OC)nc(N(C)C)n1 | -1% | -3% | 6% | 2% | -11% | -7 | 14% | 2% | -4% | 3% | -7%
O=C(/C=C/c1ccc(Cl)cc1)NC(=S)NN1CCCCC1c1cccnc1 (configuration not stated) | -1% | -2%[46.1 µM] | · | · | -12% | 12 | 6% | -21% | · | -4% | -3%
O=C(O)CCN1C(=O)c2ccc(NC(=O)CSCc3ccccc3)cc2C1=O | ? | -1%[46.1 µM] | 22% | 6% | 14% | 7 | -3% | -4% | -2% | 2% | 4%
Cc1cc(Nc2ccc(N(C)C)cc2)n2ncnc2n1 | -2% | 6% | ? | 1% | ? | -14 | ? | 0% | 1% | 3% | 0%
COc1ccccc1-c1cc(C(=O)N2CCN(c3ccccc3)CC2)no1 | ? | -45% | -16% | -5% | 0% | -11 | -9% | 1% | 3% | 9% | 1%
CCCc1cc(C(=O)Nc2ccccc2C(=O)OC)no1 | -22% | 1% | 12% | 1% | ? | -11 | 9% | 6% | 2% | 14% | -1%
CC(=O)Nc1ccc(NC(=O)c2nccnc2C(=O)O)cn1 | -2% | 1% | ? | -1% | 11% | 10 | 2% | 3% | -4% | 4% | -2%
COc1cc2cc(CN(CCCO)S(=O)(=O)c3ccccc3Cl)c(=O)[nH]c2cc1OC | 0% | 0% | -10% | 43% | -13% | -2 | -9% | 1% | -4% | -5% | 1%
CO[C@H]1[C@@H]2C=CO[C@@H](O[C@H]3O[C@@H](CO)[C@H](O)[C@@H](O)[C@@H]3O)[C@@H]2[C@@]2(CO)O[C@@H]12 | 1% | -3% | 20% | 1% | 21% | -11 | -14% | 2% | 0% | 2% | 5%
CCN(CC)c1ccc2ccc(=O)oc2c1 | -1% | 3% | -22% | i | -3% | -1 | -3% | 9% | -10% | -3% | -2%
Cn1c(-c2ccccc2)c(/C=N/NC(=O)c2ccc(O)cc2)c2ccccc21 | ? | 1% | 1% | 37% | ? | -4 | 9% | 3% | -1% | -3% | 3%
COc1cc(/C=C(/C#N)C(=O)NCCc2c[nH]c3ccccc23)ccc1OCc1ccccc1F | 0% | 1% | 14% | 39%[activator] | ? | -13 | 1% | -2% | 0% | 1% | -3%
O=C(COC(=O)CCc1c[nH]c2ccccc12)NCCc1ccccc1 | 0% | 5% | 10% | -1% | 7% | -3 | -9% | 6% | -2% | 1% | -2%
Cc1cc(C)n(-c2ccc(F)cc2)c(=O)c1C#N | -1% | -4% | -14% | 3% | -5% | -5 | 1% | -4% | -4% | -2% | -3%
C/C(=N\S(=O)(=O)c1ccc(C)cc1)N(C)C | -8% | -2% | -25% | 1% | -19% | 6 | 1% | 0% | 2% | 5% | 0%
CC(=O)c1cccc(NC(=O)c2cc3nc(C)cc(C)n3n2)c1 | ? | -2% | 1% | 0% | ? | -2 | -7% | 1% | -4% | 5% | 17%
Clc1ccc(OCc2nn3c(-c4ccco4)nnc3s2)c(Cl)c1 | -4% | 0% | 15% | -3% | 1% | -7 | 13% | 5% | -2% | -1% | -12%
O=C(O)c1cccc(S(=O)(=O)Nc2ccc3c(c2)CCC3)c1 | -1% | 0% | 25% | 7% | 11% | -7 | 17% | -1% | -2% | 1% | 0%
CCC1CCCCN1c1nc2c(C=O)c(C)nn2c2ccccc12 (configuration not stated) | 17% | -4%[46.1 µM] | 7% | 73%[activator] | ? | 79 | -21% | ? | -1% | 13% | 1%
Cc1cc(C)c(NC(=O)CSc2nc(=O)n(CCN3CCOCC3)c3c2CCCC3)c(C)c1 | 0% | 3% | 5% | -1% | 19% | -5 | 1% | 0% | -5% | 7% | 3%
CNC(=S)N1CCN(C(=O)c2ccco2)CC1 | 1% | -3%[46.1 µM] | -15% | 2% | 10% | 5 | -2% | -7% | 1% | -2% | -4%
